STAT3 activator = IL-6 driven STAT3 reporter potentiators, primary screen, U3A cells, luciferase, luminescence, MLSCN library; 0.91% of 190,000 active; activation (% of control), % at 5.6 µM; IL-6 STAT3-luciferase reporter; 100% = signal with IL-6 EC80 alone;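 active = activation above the screen-wide mean of compound activation plus 3 SD, cut at about 130% in these data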;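 also: 0% = background luminescence of wells with medium and substrate only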
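Test system: Human STAT1-deficient U3A cells with stable STAT3-luciferase reporter | Also added: Interleukin-6, 33 ng/mL | Timing: Compound pre-incubation 1 h before IL-6, then 6 h stimulation at 37 °C | Technique: Luciferase reporter luminescence | Read-out: Percent of IL-6-only median luminescence | Benchmarks: IL-6-only wells as 100% reference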
Hsp70 act = Hsp70 transcriptional activators, primary screen, cell-based, HeLa, Hsp70 promoter luciferase, luminescence, 10 µM. HeLa Hsp70 promoter luciferase reporter; scaled: vehicle 0, proteasome-inhibitor control 100%. activation, % at 10 µM. 0.04% of 200,000 active. AID 1203, 2008;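 active = activation above the mean across all tested compounds plus 3 SD, cutoff set per campaign, cut at about 5.5% in these data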;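 also: 100% = MG132 at 30 µM as the positive control and 0% = DMSO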
NF-kB expr up = activators of NF-kB expression in neurons, primary screen, cell-based, HTS. human neuronal cells, NF-kB reporter expression; active compounds read high. fold change at 12.5 µM. 1.6% of 190,000 active. AID 1239, 2008; in the data active = fold change above about 3.3
APP 5'UTR act = activators of APP 5'UTR luciferase reporter, primary screen, SH-SY5Y cells; SH-SY5Y APP 5'UTR luciferase reporter, luminescence; zero percent = DMSO vehicle wells; activation, % at 2 µM; 1% of 190,000 active; AID 1276, 2008;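 active = activation above a set limit, based on mean plus 3 SD of controls, cut at about 140% in these data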; also: values of inactives mirror those of a sister screen read the other way
STAT3 inh = IL-6 driven STAT3 reporter inhibitors, primary screen, U3A cells, luciferase, luminescence, MLSCN library; IL-6 STAT3-luciferase reporter; host cell line lacks STAT1; inhibition, % at 5.5 µM; 0.89% of 190,000 active;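 active = inhibition above the mean inhibition across all screened compounds plus 3 SD, cut at about 44% in these data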;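 also: 0% = DMSO only wells and 100% = 100 µM nifuroxazide control wells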
Efa HMGR inh = inhibitors of E. faecalis class II HMGR, primary screen, biochemical, Enterococcus faecalis; HMG-CoA reductase (Enterococcus faecalis, mvaE); purified E. faecalis HMGR, NADPH absorbance 340 nm kinetic; inhibition, % at 10 µM; 0.41% of 190,000 active; AID 1066, 2008;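 active = inhibition above a set limit, the median over all tested compounds plus 3 SD, cut at about 9.5% in these data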;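 also: enzyme runs in reverse so mevalonate oxidation gives rising NADPH absorbance; 0% = complete reaction with DMSO and 100% = background rate lacking mevalonate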
STAT1 activator = STAT1 signaling activators, primary screen, cell-based, HTS, luciferase reporter; AID 932, 2007; 2.6% of 200,000 active; activation (% of control), % at 5.5 µM; NIH 3T3 STAT1-luciferase reporter, IFN-gamma, luminescence; 100% = IFN-gamma alone, no compound;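 active = activation above the screen-wide mean activation plus 3 SD, cut at about 130% in these data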;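 also: raw ratio to IFN-gamma control signal so 100% means no change and 0% no light; values of inactives mirror those of a sister screen read the other way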
DTT redox prof = compounds producing H2O2 with reducing agent – biochemical, NIH compound library profiling, artefact control for MLSCN library redox annotation, primary screen | 0.03% of 200,000 active | DTT-dependent redox cycling H2O2, phenol red/HRP absorbance; 100% = 100 µM peroxide control, 0% = buffer | activation, % at 10 µM | AID 878, 2007;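 active = activation of at least 50% relative to the plate's high and low controls in the primary single-dose screen; inactive = activation below 50%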;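 also: compound incubated with DTT at 0.8 mM final as the reducing agent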
STAT1 blocker = STAT1 signaling inhibitors, primary screen, cell-based, HTS, luciferase reporter. AID 920, 2007. NIH 3T3 STAT1-luciferase reporter, IFN-gamma, luminescence. 0.35% of 200,000 active. inhibition, % at 5.5 µM;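 active = inhibition above a set limit, the mean inhibition across all tested compounds plus 3 SD, cut at about 34% in these data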;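 also: 0% = IFN-gamma with DMSO and 100% = IFN-gamma with 300 µM nifuroxazide; values of inactives mirror those of a sister screen read the other way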
TLR4 MyD88 comp = inhibitors of TLR4-MyD88 association in cells, primary screen, cell-based, HeLa CL3-4, BLA complementation, FRET ratio | inhibition, % at 8.4 µM | HeLa CL3-4 TLR4/MyD88 BLA complementation | Toll-like receptor 4 (Homo sapiens) + Myeloid differentiation primary response protein … | 0.18% of 200,000 active; in the data active = inhibition above about 25%;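 also: 0% = vehicle and 100% = reference inhibitor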
Numbers without * were called inactive; / = no result given.

Every second line gives: STAT3 activator	Hsp70 act	NF-kB expr up	APP 5'UTR act	STAT3 inh	Efa HMGR inh	STAT1 activator	DTT redox prof	STAT1 blocker	TLR4 MyD88 comp
- Cc1ccc(CNC(=O)C(=O)NCC2OCCN2C(=O)c2ccc(Cl)cc2)cc1 (stereo not drawn)
    103	-0.1	1.1	-22	-4	-5	93	0.6	7	-11
- Cc1ccc[n+](CC(=O)Nc2nc3ccccc3s2)c1
    115	-0.3	1.1	2	-12	-4	108	-1.2	-10	-15
- COC(=O)c1cccc(NC(=O)CSc2nc(C)cc(=O)[nH]2)c1
    101	-0.3	0.95	13	0	2	100	-0.1	-3	-3
- CC(C)N1C(=O)/C(=C\c2nc3ccccc3c(=O)[nH]2)c2ccccc21
    99	-0.1	0.84	0	2	0	107	0.1	-8	-13
- O=C(Nc1ccc(Cl)cc1)N1CCc2ccccc2C1
    90	0.7	2.9	44	14	-1	139*	-0.3	-44	0
- Cc1ccccc1NC(=O)CN1CCC(n2nnc3ccccc32)CC1
    99	-0.2	1.2	2	5	-2	98	-2.5	2	3
- NC(N)=Nc1nc2ccc(Cl)cc2c(=O)[nH]1
    103	-0.3	0.98	5	0	-8	108	-1.1	-10	-11
- O=C(Cn1nnc2c(cnn2-c2ccc(F)cc2)c1=O)Nc1ccccc1C(F)(F)F
    102	-0.2	1.1	-2	2	3	99	0.2	-1	8
- Cc1ccnc2nc(C(=O)OCC(=O)N3CCc4ccccc43)nn12
    109	0.0	1.1	-8	-8	-5	93	-1.5	7	1
- CC(C)(C)c1ccccc1OCCCCN1CCCC1
    99	-0.2	0.98	-7	7	-1	98	0.1	3	11
- Cc1cc(-c2n[nH]c(=S)n2/N=C/c2cccc([N+](=O)[O-])c2)n[nH]1
    96	0.0	1.1	-11	5	-6	103	0.2	-3	13
- O=C(COc1ccc2c3c(c(=O)oc2c1)CCC3)c1ccc2c(c1)OCO2
    93	-0.1	1.1	2	8	0	113	0.4	-15	-8
- O=c1c(N2CCOCC2)nsn1Cc1ccccc1
    94	-0.2	1	13	8	-4	103	0.3	-4	14
- O=C(O)c1cc(O)c2c(c1)C(=O)c1cccc(O)c1C2=O
    104	-0.4	0.81	2	-2	-7	103	5.6	-3	4
- CCCSc1nsc(NC(=O)CC)n1
    100	-0.3	3.7*	112	3	-3	130*	-0.4	-34	3
- O=C(CSc1n[nH]c(-c2cccnc2)n1)OC1CCCCC1
    100	-0.2	1.2	19	2	-2	98	-0.7	0	2
- C=CCNc1cnn(-c2ccccc2)c(=O)c1Cl
    102	0.0	1.3	22	5	2	111	0.1	-13	-5
- COc1ccccc1NC(=O)C1=C(C)Nc2nnnn2C1c1ccccn1 (stereo not drawn)
    98	0.0	0.94	24	3	-7	102	-2.3	-2	-13
- COC(=O)c1nnn(-c2nonc2N)c1CSc1nnc(N)s1
    90	0.1	1.1	9	19	-3	104	-0.3	-6	-8
- COc1ccc(CNC(=O)COc2ccc([N+](=O)[O-])cc2)cc1
    106	-0.4	0.99	-8	0	3	99	-0.4	1	5
- O=C(NC(Cc1ccccc1)C(=O)O)/C(=C\c1ccco1)NC(=O)c1ccc(Br)cc1 (stereo not drawn)
    111	-0.1	1.1	-2	-5	-4	102	-3.4	-2	5
- COc1ccc(N2CCN(CC(=O)Nc3ccc(-n4cnnn4)cc3)CC2)cc1
    100	-0.2	0.93	6	3	1	95	1.4	5	6
- Cn1c(=O)c2c(-c3cccc(F)c3)c3c(nc2n(C)c1=O)-c1ccccc1C3O (stereo not drawn)
    103	-0.4	1.2	0	-3	-2	95	1.9	6	2
- COc1cccc(-n2cc3c(c2-c2ccccc2)c(=O)n(C)c(=O)n3C)c1
    110	-0.1	0.81	6	-8	0	91	0.9	10	-15
- CNc1nc(N(C)C)nc(N(C)C)n1
    136*	0.1	1.3	5	-39	2	94	0.5	6	-7
- COc1ccc(C2CC(c3c(-c4ccccc4)c4cc(Cl)ccc4[nH]c3=O)=NN2S(C)(=O)=O)cc1OC (stereo not drawn)
    72	0.2	1.1	-13	35	-7	98	1.1	3	-12
- COC(=O)C(C)Sc1nc2c(cnn2-c2ccc(C)cc2)c(=O)[nH]1 (stereo not drawn)
    102	-0.1	1.2	5	2	-6	95	1.9	6	5
- CC(=O)C(Cc1ccccc1)NC(=O)CCl (stereo not drawn)
    92	0.1	1.2	7	11	0	99	-0.1	-1	0
- COc1ccc(C2SCCN2S(=O)(=O)c2ccccc2)cc1 (stereo not drawn)
    92	-0.3	1.4	5	12	-2	94	0.2	5	5
- COC(=O)Cc1c(C)c2c(OCc3nn[nH]n3)cc(C)cc2oc1=O
    101	0.3	1.1	4	1	4	107	1.7	-8	-1
- CC1CCCC(C(=O)O)N1C(=O)CCSSCCC(=O)N1C(C)CCCC1C(=O)O (stereo not drawn)
    102	-0.1	1.1	3	-6	-1	99	0.3	1	13
- CC(C)CC(NC(=O)c1ccco1)C(=O)Nc1ccc2c(c1)OCCO2 (stereo not drawn)
    97	-0.1	0.68	16	9	-2	99	-0.6	1	-6
- CCn1ncc(Br)c1C(=O)Nc1cccc(F)c1
    89	-0.1	1.1	-23	18	-6	93	0.2	10	-2
- CCN1CCN(C(=S)Nc2ccc(Cl)cc2)CC1
    97	-0.2	1	5	8	-1	98	1.8	2	-9
- Cc1cccc(C)c1NC(=O)COC(=O)c1nonc1N
    95	-0.1	1.1	3	11	1	97	2.3	3	-3
- CC(=O)Nc1ccc(N=NN2CCOCC2)cc1
    110	0.0	1.9	12	-11	1	117	-0.3	-19	-11
- O=C(O)C1CCN(Cc2cccnc2)CC1
    103	-0.2	1	18	-4	-2	100	-2.4	0	18
- Cn1c(CCN2CCCCC2)nc2cc(NC(=O)C3CCCCC3)ccc21
    97	-0.5	1.5	14	8	2	97	-1.5	2	-4
- CN(C)/C=C1\C(=O)N(c2ccc(Oc3ccccc3)cc2)CS1=O (stereo not drawn)
    106	0.2	1.4	8	0	2	97	-8.6	3	4
- CCOc1ccccc1NC(=O)C1CC(=O)n2ncnc2N1 (stereo not drawn)
    100	-0.3	0.9	6	6	0	99	-0.7	2	8
- O=C(C1CCCN1C(=O)c1cccs1)N1CCN(Cc2ccc3c(c2)OCO3)CC1 (stereo not drawn)
    96	-0.2	1.5	4	9	2	91	2.2	9	15
- O=C(Cn1c(-c2cscn2)nc2ccccc21)Nc1ccc2ccccc2c1
    86	-0.5	0.94	5	20	-4	102	-4.3	-2	8
- CC1CCCN(S(=O)(=O)c2ccc(C(=O)Nc3nnc(-c4ccncc4)o3)cc2)C1 (stereo not drawn)
    101	-0.2	0.8	8	7	1	99	-0.2	-1	-20
- COc1ccc(Br)cc1S(=O)(=O)Nc1cccc(C)n1
    102	-0.5	1.3	15	1	-2	106	0.1	-9	-2
- O=C(Cn1cnc([N+](=O)[O-])n1)N/N=C/c1ccc(O)cc1O
    100	0.2	0.84	-5	11	4	103	0.6	-4	-16
- COc1cc(/C=N/OCC(=O)Nc2ccc(OC(F)F)cc2)ccc1OCc1ccccc1
    114	-0.3	1.4	3	-13	-5	111	0.4	-12	-14
- O=C(NCCc1ccccc1)C(=O)NCc1ccncc1
    100	-0.2	1.2	-9	-1	6	104	0.1	-4	-4
- CCOc1cccc(C(=O)NC(=S)Nc2cccc(NC(=O)c3ccccc3Cl)c2)c1
    105	-0.2	0.53	7	-2	0	104	0.1	-5	-2
- O=C(NCCCN1CCCCC1)C1(S(=O)(=O)c2ccc(Cl)cc2)CC1
    110	-0.1	1.7	-14	-6	1	98	-0.4	3	-8
- NC(=O)C1=C[C@H](c2coc3ccccc3c2=O)C[C@H](OCCCCO)O1
    /	-0.3	1	0	/	-3	102	-1.4	-1	6
- Nc1ccc(N2CCOCC2)cc1C(F)(F)F
    106	0.2	1.1	6	-1	2	98	-1.0	2	-6
- CC(NS(=O)(=O)c1ccc(F)cc1)C(c1cccs1)N1CCOCC1 (stereo not drawn)
    100	0.1	1.3	4	0	-7	95	-0.2	5	-4
- O=C(COC(=O)c1ccncc1)c1ccc(Cl)c(Cl)c1
    98	0.0	1.1	1	4	-2	103	-0.5	-5	3
- O=C(COC(=O)c1cc(-c2ccco2)nc2ccccc12)NCc1ccccc1
    98	-0.2	1.7	-13	-1	-13	99	0.5	1	6
- CCCc1nc(SCC(=O)NCc2ccco2)c2c(=O)n(C)c(=O)n(C)c2n1
    104	-0.1	1.2	-12	1	-1	96	7.6	5	-7
- CN=C(c1ccc([N+](=O)[O-])cc1)N1CCCCC1
    103	-0.1	1.2	7	4	-10	105	-0.3	-8	4
